# Bioassay records (PubChem)
# TbREL1 primary: TbREL1 inhibition, primary screen; P86926; TbREL1 RNA ligation, FRET fluorescence; inhibition, % at 9.66 µM; hit rate 0.49% among 89,000;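 active = inhibition above the mean inhibition across all screened compounds plus 3 SD, cut at about 11% in these data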;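 note: 0% = plate median of test wells and 100% = NSC42067 control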
# Target sequence (P86926 whole entry, looked up): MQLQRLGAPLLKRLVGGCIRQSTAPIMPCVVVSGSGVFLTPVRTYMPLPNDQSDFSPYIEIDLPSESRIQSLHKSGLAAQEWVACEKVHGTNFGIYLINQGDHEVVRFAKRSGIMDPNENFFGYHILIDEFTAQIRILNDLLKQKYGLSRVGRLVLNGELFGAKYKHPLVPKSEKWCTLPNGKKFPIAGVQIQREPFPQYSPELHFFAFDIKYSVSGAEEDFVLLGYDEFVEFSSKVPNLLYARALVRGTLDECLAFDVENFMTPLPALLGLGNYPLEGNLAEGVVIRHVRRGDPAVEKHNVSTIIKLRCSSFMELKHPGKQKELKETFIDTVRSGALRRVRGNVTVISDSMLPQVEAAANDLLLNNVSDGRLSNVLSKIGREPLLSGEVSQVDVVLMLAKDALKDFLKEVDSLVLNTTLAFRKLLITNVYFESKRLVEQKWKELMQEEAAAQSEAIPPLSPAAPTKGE
# * hit, by the source's call; & = joins results of further samples.
Molecule | TbREL1 primary
CCC(=O)Nc1ccc(C(=O)NNC(=O)c2cc([N+](=O)[O-])cc([N+](=O)[O-])c2)cc1 | 3
COC(=O)C(C)N(C(=O)c1ccc(C(=O)c2ccccc2)cc1)c1c(C)cccc1C (configuration not stated) | 0
COCCn1c(NCc2ccco2)nc2c1c(=O)[nH]c(=O)n2C | -2
O=C(OCc1c(Cl)cccc1Cl)c1ccncc1 | -1
CC(=O)/C(=N\Nc1ccccc1)Sc1nnc(-c2ccccc2)n1-c1ccccc1 | -5
CC(C)C(C(=O)NCc1ccco1)N(Cc1ccco1)C(=O)CNS(=O)(=O)c1ccc(F)cc1 (configuration not stated) | -1
Cc1c(C(=O)N2CCc3ccccc32)cnn1C | 0
CC[C@@]1(O)C(=O)OCc2c1cc1n(c2=O)Cc2cc3c(N)cccc3nc2-1 | 7
C#CCOCCOCCOCCNc1nc(N2CCN(C(=O)CCCCCCCCCCNC(=O)[C@@H](CCSC)n3cc(CCO)nn3)CC2)nc(N2CCN(C(=O)CCCCCCCCCCNC(=O)[C@H](CCSC)n3cc(CCO)nn3)CC2)n1 | -3
Cc1csc(NC(=O)c2cccc(C)c2C)n1 | 0
O=C(CCNS(=O)(=O)c1ccc2c(c1)CCC(=O)N2)NCc1ccc2c(c1)OCO2 | 6
Cc1cc(C)c(NC(=O)COC(=O)CSc2ccc(Br)cc2C)c(C)c1 | 8
Cc1cc(SCC(=O)c2ccc(O)c(O)c2)nc2ccccc12 | -3
CCN(C(=O)CSc1cc(C)c2ccccc2n1)C1CCS(=O)(=O)C1 (configuration not stated) | -1
COc1ccc(C(=Cc2cc(OC)c(OC)cc2[N+](=O)[O-])C(=O)O)cc1 | 2
Cc1nnn(C23CC4CC(CC(C4)C2)C3)n1 | 1
CCc1nn2c(N)c(/C=C3\C=Nc4ccccc43)c(=O)nc2s1 | -1&-2
CCCNC(=O)COC(=O)/C=C/c1cccc(F)c1 | 2
Cc1cccc(S(=O)(=O)NC(=O)C2(C)CCN2C(=O)C2(c3ccc(Cl)cc3)CC2)c1 (configuration not stated) | -2
COC(=O)c1ccc(C)c(NC(=O)CCc2cc(OC)c(OC)c(OC)c2)c1 | -1
CCSc1nnc(NC(=O)CN2C(=O)NC3(CCCC3)C2=O)s1 | 1
CCCCCc1ccc(-c2cn(Cc3ccc4ccccc4c3)nn2)cc1 | 0
C[C@@H]1CCC[C@]2(O[C@H](CCO)C[C@H](O)[C@H]2O)O1 | -1
COc1ccc(C)cc1Nc1n[n+](-c2ccccc2)c(-c2ccc(C(=O)O)cc2)s1 | 1
COC(=O)C1=C(C)N(CC(C)C)C(=S)NC1c1ccc(-c2ccccc2)cc1 (configuration not stated) | 0
COc1ccc(COC(=O)C2CCN(S(=O)(=O)c3cccs3)CC2)cc1 | 3
O=C1NN=C(c2ccc(Br)cc2)CC1c1ccc(Cl)cc1 (configuration not stated) | 4
CCn1ncc(/C=N/NC(=O)c2cc(Cl)ccc2OC)c1C | 7
Cc1cc(NC(=O)CCCN2C(=O)/C(=C\c3cccs3)SC2=S)no1 | 3
Cc1cc(C)n2nc(SCC#N)nc2n1 | 1
COc1cccc(CNC(=O)c2ccc(S(=O)(=O)N3CCCC3)cc2)c1 | 0
COc1ccc(CCNC(=O)Cn2c(=O)n(-c3cc(F)ccc3F)c(=O)c3sccc32)cc1OC | -4

# Part of the list above, reformatted.
TbREL1 primary | canonical_smiles
1 | Cc1cc(C)n2nc(SCC#N)nc2n1
0 | COc1cccc(CNC(=O)c2ccc(S(=O)(=O)N3CCCC3)cc2)c1

# (list continues)
Molecule | TbREL1 primary
CCN(CC(=O)Nc1c(F)cccc1F)C(=O)CN(C)S(=O)(=O)c1ccc(F)cc1 | 1
CC1CCC(C(=O)NC(C(=O)NCCN2CCC(C)CC2)C(C)C)CC1 (configuration not stated) | -1
COc1ccc(/C(C#N)=C/c2c(-c3ccc(Cl)cc3)nc3c(C)cccn23)cc1 | 1
CC(C)Cn1nc(NC(=O)C2CCCO2)c2cc3ccccc3nc21 (configuration not stated) | -4
COc1ccc(C(=O)NCC(=O)N/N=C/c2cccc(OC(=O)c3ccco3)c2)cc1OC | 3
CO/N=C/c1cn(-c2ccc(Cl)cc2)nn1 | 1
CNC(=O)c1[nH]cnc1C(=O)NCC(=O)OCc1ccccc1 | 4
O=C(NNC(=O)c1ccc(NC(=O)c2ccccc2)cc1)c1ccc(F)cc1 | 2
C[C@H](CO)N1C[C@H](C)[C@@H](CN(C)S(=O)(=O)c2cccs2)Oc2c(NS(=O)(=O)c3ccc(F)cc3)cccc2C1=O | -2
CN(C)c1ccc(C=C2C(=O)OC(C)(C(C)(C)C)OC2=O)cc1 (configuration not stated) | 4
C=CCn1c(N2CCN(c3ccc(OC)cc3)CC2)nc2c1c(=O)n(C)c(=O)n2C | -7
COc1ccc(N2CCN(C(=O)CSc3nc4ccccc4c(=O)[nH]3)CC2)cc1 | -3
C[C@H]1CNCCN1c1ccc(N2CCS(=O)(=O)CC2)c(C#N)c1 | 2
CCNc1nc2c(c(=O)[nH]c(=O)n2C)n1CC(C)C | -5
O=S(=O)(c1ccccc1)c1nc(NCc2ccccc2)sc1Cl | 1
Cc1ccc(-c2nc(CSCC(=O)Nc3cc(C)on3)c(C)o2)cc1 | -3
O=C(COC(=O)c1ccccc1F)Nc1cccnc1Cl | 3
O=C(CNC1CCN(Cc2ccccc2)CC1)Nc1ccc(S(=O)(=O)N2CCCCC2)cc1 | 0
O=C(OCC#CCSc1nnc(-c2ccccc2F)o1)c1ccc(F)cc1 | -5
Cc1ccnc(N2CCC(C(=O)NCc3ccc4c(c3)OCO4)CC2)n1 | -2
O=C(NCc1ccccc1Cl)C1CCCN(c2ncccn2)C1 (configuration not stated) | -2
c1ccc(-c2nc3ccccc3nc2-c2ccccn2)nc1 | 2
CC(C)n1c(Nc2ccccc2)nc2ccccc21 | 2
COC(=O)COc1ccc(S(=O)(=O)N2CCN(c3ccccc3F)CC2)cc1 | 2
CCOC(=O)c1nnn(-c2nonc2N)c1-c1ccccc1Cl | -2
COC(=O)c1ccc(CN2CCN(CCc3ccccc3)C(CCO)C2)cc1 (configuration not stated) | -4
Cc1cc(Cl)ccc1NC(=O)C(=O)N/N=C/c1ccc2c(c1)OCO2 | 2
N#CCCN(C(=O)COC(=O)C1CCN(c2ccc(C(F)(F)F)cn2)CC1)c1ccc(F)cc1 | -3
COCCn1c(SCC(=O)c2ccc(CNC(C)=O)o2)nc2ccccc2c1=O | -4
Cc1ccc2c(c1)NC(=O)[C@@]1(C)[C@@H](c3ccccc3)[C@H]3COc4ccc(Cl)cc4[C@@H]3N1C2=O | 2
COc1cc2c(C(=O)NCc3ccc4c(c3)OCO4)cn(CC(C)C)c(=O)c2cc1OC | -3
O=C(Nc1ccc(Cl)cn1)C1CC1 | 1
CCOC(=O)N1CCN(Cc2nc(N)nc(Nc3ccc(Oc4ccccc4)cc3)n2)CC1 | 4
Clc1ccc2c(c1)C(c1cccs1)=NNC(c1cccnc1)=N2 | -1
CC(C)(C)[C@H]1COC(=O)CCCC/C=C\C[C@H](CC(=O)NCCO)C(=O)N1 | 1
CC1=C(C(=O)N(C)C)CC(CC(=O)NC(c2ccccc2)c2ccccc2)C(=O)N1Cc1ccc(C(C)(C)C)cc1 (configuration not stated) | -1
CN(CCOc1ccc(Cl)c(Cl)c1)Cc1ccccc1 | 5
COc1cc(OC)cc(C(=O)NCC2CCCN(C(=O)c3csc(C)n3)C2)c1 (configuration not stated) | -1
COc1cc(/C=N\n2nnnc2N)ccc1OCc1ccc(F)cc1 | 1
Cc1cc(C)c(C#N)c(SCC(=O)N(CC(C)C)C2CCS(=O)(=O)C2)n1 (configuration not stated) | -4
COc1cc(NC(=O)Cn2c(-c3cncs3)nc3ccccc32)cc(OC)c1OC | -2
CC(=O)Nc1ccc(S(=O)(=O)N[C@@H](C)C(=O)OCC(=O)Nc2ccc3c(c2)OCCO3)cc1 | 1
COc1ccccc1N(CN1CCCC1=O)C(=O)c1ccccc1F | 1
Cc1ccc(C)c(-n2c(SCC(=O)Nc3nonc3C)nnc2-c2ccoc2C)c1 | -1
Nc1ccn([C@@H]2O[C@H](C(=O)N[C@H]3c4ccccc4C[C@H]3O)[C@@H](O)[C@H]2O)c(=O)n1 | -1
Cc1ccc(OCC(=O)N(Cc2ccc(N(C)C)cc2)C2CCS(=O)(=O)C2)cc1 (configuration not stated) | 1
Cc1cc(C)cc(OCC(=O)Nc2cccc(C(=O)O)c2)c1 | -2
Oc1ccccc1/C=N/Nc1cc(N2CCCC2)nc(N2CCCC2)n1 | 19*
O=C1c2ccccc2S(=O)N1c1cccc(F)c1 (configuration not stated) | 2
CCn1c(SCC(=O)c2ccc(-c3ccccc3)cc2)nnc1-c1ccccc1OC | -3
CCC(=O)c1ccc(OCC(=O)c2ccc3c(c2)NC(=O)CO3)cc1 | -2
CCOC(=O)c1sc(NC(=O)c2cccc(S(=O)(=O)N3CCc4ccccc43)c2)c(C#N)c1C | 0
COCCN(Cc1cc2cc(C)ccc2n2nnnc12)C(=S)Nc1ccccc1C | -3
CCn1cc(CN2CCC(n3nccc3NC(=O)c3ccccc3OC)CC2)cn1 | 0
COc1ccc(N2CCN(Cc3cc4c(cc3O)CCC4)CC2)cc1 | -4
COc1cccc(CC2(CO)CCCN(Cc3[nH]c4ccc(C)cc4c3C)C2)c1 (configuration not stated) | 7

# More records follow.
Molecule | TbREL1 primary
CC(C)CCn1c(=S)[nH]c2ncccc2c1=O | 0
Cc1ccc(-c2[nH]c3cc(C(N)=O)ccc3c(=O)c2O)cc1 | -1
Cc1cc(C(=O)N2CCCC(C(=O)c3ccc4ccccc4c3)C2)nn1C (configuration not stated) | -2
C=CCn1c(SCC(=O)Nc2ccc3c(c2)OCO3)nnc1-c1cc(Br)ccc1O | -3
CCCCN(CCCC)Cc1cc(=O)oc2cc(OC)c(Cl)cc12 | -4
COC(=O)[C@@]12C[C@@H](CC(=O)NCCCCc3ccccc3)C(=O)N(CCc3ccc(OC)c(OC)c3)C1=CCC(C)(C)C2 | 3
Cc1c(C(=O)NCc2cccnc2)oc2ccc(S(=O)(=O)N3CCCCCC3)cc12 | -2
COC(=O)c1c(NC(=O)CC2Sc3ccc(C(F)(F)F)cc3NC2=O)sc(C)c1C (configuration not stated) | 5
CCN(c1ccccc1)S(=O)(=O)c1cccc(C(=O)N(C)CC(=O)Nc2ccc(F)c(F)c2F)c1 | 4
OC1CC(c2ccco2)NC2(CCCCC2)C1 (configuration not stated) | -2
CC(C)CC1Nc2ncnc(N3CCOCC3)c2N(Cc2ccc(Cl)cc2)C1=O (configuration not stated) | -2
COc1cccc(CNCCc2c[nH]c3ccccc23)c1OCc1ccccc1F | 3
O=C(CN1C(=O)NC2(CCCCCCC2)C1=O)NC1CCCc2ccccc21 (configuration not stated) | 1
COc1ccc2nc(SCC(=O)Nc3ccc(S(=O)(=O)Nc4nccc(C)n4)cc3)[nH]c2c1 | 2
CC(C)(C)NC(=O)CSc1nnc(CN2CCCCCC2=O)n1-c1ccccn1 | -1
CN(C)c1ccc(C=Nc2ccccc2C(N)=O)cc1 | -3
COc1ccccc1CNC(=O)C1(NC(=O)Nc2ccc(C)cc2)CCCCC1 | 1
CC(C)c1ccc(NC(=O)CSc2n[nH]c(=O)n2-c2ccc3c(c2)OCCO3)cc1 | -1
COc1ccc(-n2c(SCC(=O)Nc3cc(C)on3)nc3c([nH]c4ccccc43)c2=O)cc1OC | 0
Cc1cccc(NC(=O)c2ccoc2C)n1 | -1
CCCC(=O)Nc1ccc(C(=O)NCC2CCCO2)cc1 (configuration not stated) | 8
COc1ccc(/C(N)=N/OC(=O)Cc2ccccc2OC)cc1 | 5
O=C(NCCC1=CCCCC1)c1ccc(Cl)c(S(=O)(=O)N2CCOCC2)c1 | -3
CCOC(=O)c1ccc(NC(=O)N2C3CCCC2CC(NC(C)=O)C3)cc1 (configuration not stated) | 2
Nc1nc2c(ncn2[C@@H]2O[C@H](CNC(=O)[C@H](N)Cc3ccccc3)[C@@H](O)[C@H]2O)c(=O)[nH]1 | 6
CCOc1ccc2c(c1)-c1c(ssc1=S)C(C)(C)N2C(=O)CSC1=NCCS1 | -1
CC(Cc1ccccc1)C(=O)N(C)Cc1ccccc1 (configuration not stated) | 2
COc1cc(/C=C(\C#N)c2[nH]nc(N)c2C#N)cc(OC)c1O | 6
CC1(C)C(C=C(Cl)Cl)C1C(=O)N(Cc1ccc(Cl)cc1)C1CCS(=O)(=O)C1 (configuration not stated) | -2
O=c1[nH]c2ccccc2c(=O)c2ccccc12 | 4
O=C(c1cccs1)n1cc(C(=S)N2CCOCC2)c2ccccc21 | -5
Cc1ccccc1OCC(=O)NCCNC(=O)c1ccncc1 | -2

# Quoted at random: 3 records from the list
Molecule | TbREL1 primary
COc1cccc(CC2(CO)CCCN(Cc3[nH]c4ccc(C)cc4c3C)C2)c1 (configuration not stated) | 7
COc1ccc(C)cc1Nc1n[n+](-c2ccccc2)c(-c2ccc(C(=O)O)cc2)s1 | 1
Cc1ccnc(N2CCC(C(=O)NCc3ccc4c(c3)OCO4)CC2)n1 | -2

# Additional compounds follow.
Molecule | TbREL1 primary
Cn1cc(-c2nnnn2-c2ccc(Cl)cc2)c(=O)c2ccccc21 | -1
C[C@@H]1COC(=O)[C@@H](CC(=O)OC(C)(C)C)C/C=C\C[C@@H](CC(=O)N[C@H](CO)Cc2ccccc2)C(=O)N1 | -2
O=C(CNc1cccc([N+](=O)[O-])c1)NCCCc1ccccc1 | -1
C[C@H](CO)N1C[C@H](C)[C@@H](CN(C)CC2CCCCC2)Oc2c(NC(=O)CCC(F)(F)F)cccc2C1=O | -2
CCOC(=O)C1=CCN(S(=O)(=O)c2ccc(C)cc2)C1c1ccccc1 (configuration not stated) | -2
COc1ccc(CNC(=O)C23CN(Cc4ccccc4)CC2C(c2ccc([N+](=O)[O-])cc2)=NO3)cc1 (configuration not stated) | 0
CC1(C)CC2CC(C)(CN2Cc2cccc([N+](=O)[O-])c2)C1 (configuration not stated) | 0
Cc1ccc(S(=O)(=O)N2C=C(c3ccccc3)c3ccccc3-c3ccccc32)cc1 | 7

# Not all compounds are listed; the hit share may differ from the screen's.
